# High-throughput results from PubChem.
# Mtb BioA inh: blocks M. tuberculosis BioA enzyme activity. purified M. tuberculosis BioA enzyme, plate reader. inhibition, % at 9.99 µM. 360,000 compounds, 0.096% hits. AID 602481; in the data active = inhibition above about 40%
# * marks the source's active call; other numbers are inactive results.
SMILES,Mtb BioA inh
CCCNC(=O)N1C[C@@H](C)[C@H](OC)CN(C)C(=O)c2ccc(NS(=O)(=O)CC(F)(F)F)cc2OC[C@H]1C,-2.0
CNC[C@@H]1Oc2c(NS(=O)(=O)c3c(C)noc3C)cccc2C(=O)N([C@@H](C)CO)C[C@@H]1C,-2.2
C[C@@H]1CCCCO[C@H](CN(C)C(=O)Nc2ccccc2)[C@@H](C)CN([C@@H](C)CO)C(=O)c2cc(NS(=O)(=O)c3cccs3)ccc2O1,-2.4
CCNC(=O)C[C@@H]1C=C[C@H](NS(=O)(=O)c2ccc(F)cc2)[C@@H](CO)O1,-0.5
C[C@H]1CN([C@@H](C)CO)C(=O)c2cc(C3=CCCC3)cnc2O[C@H]1CN(C)C(=O)C1CCOCC1,-0.2
C[C@@H]1CN([C@H](C)CO)C(=O)c2cc(NS(=O)(=O)c3ccc(Cl)cc3)ccc2O[C@@H]1CN(C)C,-2.8
COc1ccc(C#Cc2ccc3c(c2)[C@H]2[C@H](CCN2S(=O)(=O)c2ccc(OC)cc2)[C@H](CO)N3C)cc1,-2.1
COc1ccccc1NC(=O)N1C[C@@H]2[C@H](c3ccccc31)[C@@H](CO)N2CC1CCOCC1,3.9
C[C@H]1CN([C@@H](C)CO)C(=O)Cc2cc(NS(=O)(=O)c3cn(C)cn3)ccc2O[C@H]1CN(C)Cc1ccc(Oc2ccccc2)cc1,-1.2
C[C@H]1CN([C@@H](C)CO)C(=O)c2cccc(NC(=O)Nc3ccc(F)cc3)c2O[C@@H]1CN(C)Cc1ccc2c(c1)OCO2,-0.8
C[C@@H]1CN([C@H](C)CO)S(=O)(=O)c2ccc(C3=CCCCC3)cc2O[C@H]1CN(C)Cc1ccccn1,-0.6
C[C@H](CO)N1C[C@H](C)[C@@H](CN(C)S(=O)(=O)c2cn(C)cn2)Oc2cc(C3=CCCC3)ccc2S1(=O)=O,1.2
COc1ccc([Si](C)(C)[C@H]2[C@H](CCn3cc([C@H](O)c4ccccc4)nn3)O[C@@]3(C(=O)N(C)c4ccccc43)[C@@H]2C)cc1,-1.8
COc1cccc(NC(=O)N(C)C[C@H]2Oc3ncc(C#Cc4ccc(F)cc4)cc3C(=O)N([C@@H](C)CO)C[C@@H]2C)c1,-2.5
C/C=C/c1ccc2c(c1)O[C@H](CN(C)C(=O)C1CC1)[C@H](C)CN([C@H](C)CO)S2(=O)=O,0.3
CCCNC(=O)N1C[C@H](O)COC[C@H]2O[C@@H](CC(=O)O)CC[C@@H]21,-0.5
C[C@@H]1CN([C@H](C)CO)C(=O)c2cc(C3=CCCC3)cnc2O[C@@H]1CN(C)Cc1ccccc1F,1.2
C[C@@H]1CN([C@@H](C)CO)C(=O)c2cc(NS(=O)(=O)c3ccc(Cl)cc3)ccc2O[C@@H]1CN(C)C(=O)Nc1ccc(F)cc1,-0.7
CO[C@H]1CN(C)C(=O)c2ccc(NS(C)(=O)=O)cc2OC[C@@H](C)N(C(=O)C2CCCC2)C[C@@H]1C,0.4
C[C@H]1CN([C@@H](C)CO)C(=O)c2c(c3ccccc3n2C)-c2ccccc2CO[C@@H]1CN(C)Cc1ccncc1,2.0
C[C@@H]1CCCCO[C@@H](CN(C)C(=O)C2CCCCC2)[C@@H](C)CN([C@@H](C)CO)C(=O)c2cc(N(C)C)ccc2O1,-0.3
C[C@H]1CCCCO[C@H](CN(C)C(=O)Nc2ccc(F)cc2)[C@@H](C)CN([C@@H](C)CO)C(=O)c2cc(NS(=O)(=O)c3ccccc3)ccc2O1,-1.0
CCNC(=O)C[C@H]1CC[C@H]2[C@@H](COC[C@@H](O)CN2C(=O)Nc2ccc(Cl)c(Cl)c2)O1,-0.5
O=C(c1ccccc1)N1CC[C@@H]2[C@H]1c1cc(-c3ccc(F)cc3)ccc1N[C@@H]2CO,-4.8
C[C@@H]1CN([C@H](C)CO)S(=O)(=O)c2ccc(Br)cc2O[C@H]1CN(C)Cc1cccnc1,8.2
O=C(C[C@H]1C[C@@H]2c3cc(NC(=O)NC4CCCC4)ccc3O[C@@H]2[C@@H](CO)O1)NCc1cccc(F)c1,-0.3
CC(C)CC#Cc1ccc2c(c1)O[C@@H](CN(C)C(=O)CC1CC1)[C@@H](C)CN([C@@H](C)CO)S2(=O)=O,3.4
CO[C@@H]1CN(C)C(=O)c2ccc(NC(=O)Nc3cc(F)ccc3F)cc2OC[C@H](C)N(C(=O)c2cnccn2)C[C@@H]1C,-0.5
CN1[C@@H]2c3ccc(-c4cccnc4)c(=O)n3C[C@@H]2[C@@H](CO)[C@@H]1C(=O)NC1Cc2ccccc2C1,1.8
C[C@H](CO)N1C[C@H](C)[C@@H](CN(C)Cc2cccnc2)Oc2cc(-c3ccccc3)ccc2S1(=O)=O,7.0
CC(=O)N(C)C[C@@H]1Oc2cc(-c3ccc(C)cc3)ccc2S(=O)(=O)N([C@H](C)CO)C[C@@H]1C,0.9
O=C(N[C@@H]1C=C[C@@H](CC(=O)N2CCC(Cc3ccccc3)CC2)O[C@H]1CO)c1cnccn1,1.1
COc1ccc(CN(C)C[C@H]2Oc3c(NS(=O)(=O)c4ccccc4)cccc3C(=O)N([C@H](C)CO)C[C@H]2C)cc1,5.4
O=C(Nc1ccc2c(c1)[C@@H]1C[C@@H](CC(=O)N3CCc4ccccc4C3)O[C@H](CO)[C@@H]1O2)NC1CCCC1,0.4
CNC(=O)C[C@H]1CC[C@H]2[C@H](COc3ccc(NS(=O)(=O)c4ccccc4C)cc3C(=O)N2C)O1,-0.1
C[C@H]1CCCCO[C@H](CN(C)CC2CCCCC2)[C@@H](C)CN([C@@H](C)CO)C(=O)c2cc(NC(=O)c3ccccc3)ccc2O1,0.5
C[C@@H]1CCCCO[C@H](CN(C)C(=O)Nc2ccc3c(c2)OCO3)[C@H](C)CN([C@H](C)CO)C(=O)c2cc(NS(=O)(=O)c3ccccc3)ccc2O1,0.5
C[C@@H]1CN([C@H](C)CO)C(=O)Cc2cc(NC(=O)Nc3ccccc3)ccc2O[C@H]1CN(C)C,0.3
COc1ccc(S(=O)(=O)N(C)C[C@@H]2Oc3c(NC(=O)c4cnccn4)cccc3C(=O)N([C@H](C)CO)C[C@H]2C)cc1,-1.9
CCCNC(=O)C[C@@H]1CC[C@H]2[C@@H](COc3ccc(NC(=O)c4cccc(Cl)c4)cc3C(=O)N2C)O1,-3.0
COCC#Cc1ccc2c(c1)O[C@H](CN(C)C(=O)c1ccccc1)[C@@H](C)CN([C@@H](C)CO)S2(=O)=O,-0.9
Cc1ccc(S(=O)(=O)Nc2ccc3c(c2)CC(=O)N([C@@H](C)CO)C[C@@H](C)[C@H](CN(C)C(=O)Nc2c(C)noc2C)O3)cc1,-0.5
C[C@H]1CN([C@@H](C)CO)C(=O)c2cc(NC(=O)Nc3ccc4c(c3)OCO4)ccc2O[C@@H]1CN(C)C(=O)Nc1ccc(C(F)(F)F)cc1,-1.6
C[C@H]1CN([C@@H](C)CO)C(=O)c2cc(-c3ccc(C#N)cc3)cnc2O[C@H]1CN(C)C(=O)Nc1ccc(C(F)(F)F)cc1,-1.1
CN(C)C(=O)[C@@H]1[C@@H](CO)[C@@H]2Cn3c(ccc(/C=C/c4ccccc4)c3=O)[C@@H]2N1C(=O)c1cccnc1,-1.2
Cc1noc(C)c1NC(=O)N(C)C[C@H]1OCCCC[C@@H](C)Oc2ccc(NC(=O)c3ccncc3)cc2C(=O)N([C@H](C)CO)C[C@@H]1C,-1.6
CCCNC(=O)NC[C@@H]1[C@H](c2ccc(C3=CCCC3)cc2)[C@H](CO)N1C(C)=O,3.3
CC(C)C#Cc1ccc2c(c1)O[C@H](CN(C)C(=O)Cc1ccccn1)[C@H](C)CN([C@@H](C)CO)S2(=O)=O,-1.2
CCCNC(=O)N(C)C[C@@H]1Oc2ncc(C#Cc3ccncc3)cc2C(=O)N([C@H](C)CO)C[C@H]1C,-2.0
COc1ccc(S(=O)(=O)Nc2ccc3c(c2)C(=O)N([C@@H](C)CO)C[C@@H](C)[C@H](CN(C)S(=O)(=O)c2ccc(Cl)cc2)OCCCC[C@@H](C)O3)cc1,-3.0
C[C@@H]1CCCCO[C@H](CN(C)Cc2ccccc2)[C@@H](C)CN([C@H](C)CO)C(=O)c2cc(NC(=O)Cc3ccccc3)ccc2O1,-0.2
C[C@@H]1CCCCO[C@@H](CN(C)S(C)(=O)=O)[C@@H](C)CN([C@@H](C)CO)C(=O)c2cc(NS(=O)(=O)c3ccc(Cl)cc3)ccc2O1,-1.8
COCC(=O)N(C)C[C@H]1Oc2ncc(C#CCC3CCCC3)cc2C(=O)N([C@@H](C)CO)C[C@@H]1C,-1.4
C[C@H]1CN([C@@H](C)CO)C(=O)c2cc(NC(=O)C3CC3)ccc2O[C@@H]1CN(C)S(=O)(=O)c1ccc(Cl)cc1,-1.7
C[C@@H]1CN([C@H](C)CO)C(=O)c2cccc(NC(=O)Nc3ccc(F)cc3)c2O[C@@H]1CN(C)S(=O)(=O)c1ccccc1,1.4
O=C(C[C@H]1CC[C@@H]2[C@H](COC[C@H](O)CN2C(=O)c2cccnc2)O1)NCc1ccc(Cl)cc1,0.0
Cc1ccc(-c2ccc3c(c2)O[C@H](CN(C)Cc2cccc(C(=O)O)c2)[C@H](C)CN([C@H](C)CO)S3(=O)=O)cc1,0.6
C[C@H]1CN([C@@H](C)CO)C(=O)CCCn2cc(nn2)CO[C@H]1CN(C)Cc1cccc(O)c1,-0.9
COc1cccc(S(=O)(=O)N[C@@H]2CC[C@@H](CCNC(=O)Nc3cc(F)ccc3F)O[C@@H]2CO)c1,2.0
COc1ccc(S(=O)(=O)Nc2ccc3c(c2)CC(=O)N([C@@H](C)CO)C[C@H](C)[C@@H](CN(C)S(=O)(=O)c2cn(C)cn2)O3)cc1,-1.4

# A section taken from the entries so far:
SMILES,Mtb BioA inh
CCCNC(=O)N(C)C[C@@H]1Oc2ncc(C#Cc3ccncc3)cc2C(=O)N([C@H](C)CO)C[C@H]1C,-2.0
COc1ccc(S(=O)(=O)Nc2ccc3c(c2)C(=O)N([C@@H](C)CO)C[C@@H](C)[C@H](CN(C)S(=O)(=O)c2ccc(Cl)cc2)OCCCC[C@@H](C)O3)cc1,-3.0
C[C@@H]1CCCCO[C@H](CN(C)Cc2ccccc2)[C@@H](C)CN([C@H](C)CO)C(=O)c2cc(NC(=O)Cc3ccccc3)ccc2O1,-0.2
C[C@@H]1CCCCO[C@@H](CN(C)S(C)(=O)=O)[C@@H](C)CN([C@@H](C)CO)C(=O)c2cc(NS(=O)(=O)c3ccc(Cl)cc3)ccc2O1,-1.8
COCC(=O)N(C)C[C@H]1Oc2ncc(C#CCC3CCCC3)cc2C(=O)N([C@@H](C)CO)C[C@@H]1C,-1.4
C[C@H]1CN([C@@H](C)CO)C(=O)c2cc(NC(=O)C3CC3)ccc2O[C@@H]1CN(C)S(=O)(=O)c1ccc(Cl)cc1,-1.7
C[C@@H]1CN([C@H](C)CO)C(=O)c2cccc(NC(=O)Nc3ccc(F)cc3)c2O[C@@H]1CN(C)S(=O)(=O)c1ccccc1,1.4
O=C(C[C@H]1CC[C@@H]2[C@H](COC[C@H](O)CN2C(=O)c2cccnc2)O1)NCc1ccc(Cl)cc1,0.0
Cc1ccc(-c2ccc3c(c2)O[C@H](CN(C)Cc2cccc(C(=O)O)c2)[C@H](C)CN([C@H](C)CO)S3(=O)=O)cc1,0.6
C[C@H]1CN([C@@H](C)CO)C(=O)CCCn2cc(nn2)CO[C@H]1CN(C)Cc1cccc(O)c1,-0.9

# Next section
SMILES,Mtb BioA inh
Cc1noc(C)c1NC(=O)N(C)C[C@@H]1OCCCC[C@H](C)Oc2ccc(NS(=O)(=O)c3ccccc3)cc2C(=O)N([C@H](C)CO)C[C@@H]1C,-1.5
COCC#Cc1cnc2c(c1)C(=O)N([C@H](C)CO)C[C@@H](C)[C@@H](CN(C)C)O2,-2.5
CNC[C@@H]1Oc2cc(C#CC3(O)CCCC3)ccc2S(=O)(=O)N([C@H](C)CO)C[C@H]1C,-1.1
C[C@@H]1CN([C@@H](C)CO)C(=O)c2cc(NC(=O)Nc3cccc4ccccc34)ccc2O[C@@H]1CN(C)Cc1ccncc1,1.2
C/C=C/c1cnc2c(c1)C(=O)N([C@@H](C)CO)C[C@@H](C)[C@@H](CN(C)S(=O)(=O)c1ccccc1)O2,3.3
COc1ccc(NC(=O)Nc2ccc3c(c2)CC(=O)N([C@@H](C)CO)C[C@@H](C)[C@@H](CN(C)S(=O)(=O)c2c(C)noc2C)O3)cc1,-0.7
Cc1ccc(S(=O)(=O)N(C)C[C@H]2Oc3ccc(NC(=O)C4CCCCC4)cc3CC(=O)N([C@H](C)CO)C[C@@H]2C)cc1,0.2
C[C@H](CO)N1C[C@H](C)[C@H](CN(C)Cc2ccc(-c3ccccc3)cc2)Oc2ccc(NC(=O)C3CCCCC3)cc2C1=O,-0.4
C[C@@H]1CCCCO[C@H](CN(C)Cc2ccc(C(F)(F)F)cc2)[C@H](C)CN([C@H](C)CO)C(=O)c2cc(NC(=O)Nc3cccc4ccccc34)ccc2O1,-0.6
O=C(C[C@@H]1C[C@@H]2c3cc(NC(=O)C4CCOCC4)ccc3O[C@@H]2[C@@H](CO)O1)NCc1ccccn1,1.3
C[C@@H]1CCCCO[C@@H](CN(C)S(C)(=O)=O)[C@H](C)CN([C@H](C)CO)C(=O)c2cc(NS(C)(=O)=O)ccc2O1,-1.8
COc1cccc(NC(=O)N(C)C[C@@H]2Oc3ncc(C#Cc4cccnc4)cc3C(=O)N([C@H](C)CO)C[C@@H]2C)c1,8.9
COc1ccc(S(=O)(=O)Nc2ccc3c(c2)C(=O)N([C@H](C)CO)C[C@H](C)[C@H](CN(C)C(=O)Nc2ccccc2)OCCCC[C@H](C)O3)cc1,-1.7
Cc1ccc(S(=O)(=O)Nc2ccc3c(c2)C(=O)N([C@H](C)CO)C[C@H](C)[C@H](CN(C)Cc2ccc4c(c2)OCO4)OCCCC[C@H](C)O3)cc1,-0.4
C[C@@H]1CN([C@@H](C)CO)C(=O)Cc2cc(N(C)C)ccc2O[C@H]1CN(C)S(=O)(=O)c1ccc(Cl)cc1,-3.3
C[C@H]1CN([C@@H](C)CO)C(=O)Cc2cc(NC(=O)C3CC3)ccc2O[C@@H]1CN(C)Cc1ccc(Cl)c(Cl)c1,0.9
COCC#Cc1ccc2c(c1)O[C@H](CN(C)Cc1cccnc1)[C@H](C)CN([C@H](C)CO)S2(=O)=O,9.3
C[C@H](CO)N1C[C@H](C)[C@H](CN(C)S(=O)(=O)c2ccc(Cl)cc2)Oc2ccc(NC(=O)NC3CCCCC3)cc2CC1=O,-0.4

# An excerpt. The share of hits here may be higher or lower than overall.
